mcGAS RapidFire = inhibitors of Mus musculus cyclic GMP-AMP synthase, initial high-throughput assay, cell-free, RapidFire MS; inhibition, % at 12.5 µM; Q8C6L5; actives 0.18% (n = 130,000); AID 1259397, 2018; recombinant mouse cGAS, cGAMP by RapidFire MS;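 active means inhibition of cGAS enzyme activity at or above 60%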;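 further: enzyme stimulated by 45 bp dsDNA with ATP and GTP substrates; cGAMP share of summed cGAMP plus half ATP and half GTP signals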
Target sequence (Q8C6L5 whole entry, looked up): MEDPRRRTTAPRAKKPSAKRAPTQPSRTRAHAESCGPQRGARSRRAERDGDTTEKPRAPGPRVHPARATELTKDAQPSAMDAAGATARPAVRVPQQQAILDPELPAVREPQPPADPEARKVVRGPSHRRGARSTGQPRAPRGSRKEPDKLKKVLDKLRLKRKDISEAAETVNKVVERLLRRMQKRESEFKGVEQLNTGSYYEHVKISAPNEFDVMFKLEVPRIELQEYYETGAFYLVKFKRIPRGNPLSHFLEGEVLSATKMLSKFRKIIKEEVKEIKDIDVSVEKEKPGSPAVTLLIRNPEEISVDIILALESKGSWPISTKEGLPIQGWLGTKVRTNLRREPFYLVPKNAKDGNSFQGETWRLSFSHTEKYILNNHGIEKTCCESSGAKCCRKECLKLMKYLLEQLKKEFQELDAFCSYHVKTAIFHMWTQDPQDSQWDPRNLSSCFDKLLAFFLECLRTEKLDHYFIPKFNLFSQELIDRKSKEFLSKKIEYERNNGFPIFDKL
The depositor's hits bear a star; & = joins results of further samples. These rows are one share of the data; rates above refer to the full screens.

nr	mcGAS RapidFire	molecule
1	-8	Cc1ccc(NC(=O)Cc2ccc(-n3cccn3)cc2)nc1
2	-4	CCOc1ccc(OCCOc2ccccc2)cc1
3	-1	CCC(C)NS(=O)(=O)N(C)C1CCCCC1 (stereo not given)
4	-1	CC(C)Cn1c(=O)c2c(nc3n2CC(C)CN3c2ccccc2)n(C)c1=O (stereo not given)
5	-26	CC(c1ccc(F)c(F)c1)N(C)C(=O)c1ccc(-n2cc[nH]c2=S)cc1 (stereo not given)
6	17	CO/N=C(\C(=O)NC1C(=O)N2C(C(=O)O)=C(C[N+]3(C)CCCC3)CSC12)c1csc(N)n1 (stereo not given)
7	2	CCCNC(=O)N1CCN(Cc2nnc3n2CCCCC3)CC1
8	-5	CC1CC1C(=O)NCCC(=O)N(C1CC1)C1CCCc2ccccc21 (stereo not given)
9	-9	Cc1ccsc1C(CNC(=O)c1ccc(-n2cnnc2)cc1)N(C)C (stereo not given)
10	-12	CCN1CCN(c2ccccc2NC(=O)/C(=C\C(=O)O)c2ccccc2)CC1
11	-5	CCOC(=O)c1ccc(NC(=O)CSc2nc3[nH]ncc3c(=O)[nH]2)cc1
12	-8	COCCCn1ccnc1-c1cc(OC)ccc1-n1cccn1
13	-7	Cc1cc(N2CCCCC2)nc(Nc2ccc(NC(=O)c3ccc4ccccc4c3)cc2)n1
14	-9	Fc1ccc(-c2nnc(CON=Cc3cccc(Cl)c3Cl)o2)cc1
15	2	CC(C)NC(=O)Nc1cccc(C(=O)Nc2ccc(C(C)C)cc2)c1
16	-7	CCC(C)N(C(=O)CSc1nncn1C)C1CCS(=O)(=O)C1 (stereo not given)
17	-16	CCOc1ccc(-n2cccc2C=O)cc1
18	-4	Cc1ccccc1Cn1c(C)c(C(=O)NCc2ccc(C(C)C)cc2)sc1=O
19	0	COc1cccc(C(=O)N2CCN(c3ccccc3OC)CC2)c1
20	-2	O=C(NCc1ccc(NC(=O)C2CC2)cc1)c1cncn1-c1ccccc1
21	-10	Cc1noc(C)c1CC(=O)N1CCC(CCC(=O)NCc2cccnc2)CC1
22	0	CCOC(=O)C(CCCCn1cnc2c(Cl)ncnc21)(NC=O)C(=O)OCC
23	15	O=[N+]([O-])c1cc(Cl)cc(C=NCc2ccc3c(c2)OCO3)c1O
24	1	Cc1cccc(OC(C)C(=O)N2CCN(S(=O)(=O)c3ccc(Cl)s3)CC2)c1 (stereo not given)
25	1	CC1C(=O)N(c2cccc(Br)c2)CCN1C(=O)c1ccc(Cl)cc1 (stereo not given)

A second format for some results above:
entry | SMILES | mcGAS RapidFire
24 | Cc1cccc(OC(C)C(=O)N2CCN(S(=O)(=O)c3ccc(Cl)s3)CC2)c1 (stereo not given) | 1
22 | CCOC(=O)C(CCCCn1cnc2c(Cl)ncnc21)(NC=O)C(=O)OCC | 0
13 | Cc1cc(N2CCCCC2)nc(Nc2ccc(NC(=O)c3ccc4ccccc4c3)cc2)n1 | -7
8 | CC1CC1C(=O)NCCC(=O)N(C1CC1)C1CCCc2ccccc21 (stereo not given) | -5
16 | CCC(C)N(C(=O)CSc1nncn1C)C1CCS(=O)(=O)C1 (stereo not given) | -7

Continuation.
nr	mcGAS RapidFire	molecule
26	-3	CN(C)S(=O)(=O)c1ccc2nnn(OCc3ccccc3)c2c1
27	-19	COc1cc(-n2cnc(C(=O)O)c2)ccc1NC(C)=O
28	-31	CCOC(=O)NNC(=O)c1cn[nH]c1-c1ccc(Cl)cc1
29	-4	Cc1nn2c(-c3cccc(C(F)(F)F)c3)cc(C(=O)O)nc2c1-c1ccccc1
30	-17	COC(=O)Nc1nc2ccc(C(=O)c3cccs3)cc2[nH]1
31	-11	CCOc1cc2oc(=O)cc(C)c2cc1OCC
32	-10	Cc1c(C(=O)N2CCN(S(=O)(=O)c3ccccc3F)CC2)sc2ccccc12
33	14	CCOc1ccc(C(=O)N(C)CCc2ccccc2F)cc1
34	-14	CN(CCNC(=O)N1CC2C3CCC(O3)C2C1)c1ccccc1 (stereo not given)
35	-8	COc1c(NC(=O)c2ccc(OCC(F)(F)F)nc2)c(C)nn1C
36	-3	COC(=O)c1ccc(NC(=O)COC(=O)c2ccc(F)cc2N)cc1
37	-6	COc1ccc(CC(=O)N2Cc3ccccc3C(n3cccn3)C2)cc1 (stereo not given)
38	-12	CC1=CC(=NN=C(c2ccccc2)c2ccccc2)CC1
39	-4&1	COc1cccc(-c2cccc(NC(=O)C3CCN(Cc4nccs4)CC3)c2)c1
40	3	O=C(NCc1cccnc1)c1cccc(OC2CCN(C(=O)c3ccoc3)CC2)c1
41	-8	CCCOCCNc1nc(C)nc2oc(C)nc12
42	2	CC1CCC(NS(=O)(=O)Cc2ccc(C#N)cc2)CC1 (stereo not given)
43	1	COc1ccc(C(N)=NOC(=O)C2CCC(=O)N2S(=O)(=O)c2ccc(C)cc2)cc1OC (stereo not given)
44	-32	c1ccc(Cn2c(-c3ccccc3)csc2=Nc2ccccc2)cc1
45	3	COc1ccc(NC2CCCN(C(=O)CSc3ccccc3)C2)cc1OC (stereo not given)
46	3	CC(NCC(C)(C)CN(C)C)C(=O)NC12CC3CC(CC(C3)C1)C2 (stereo not given)
47	2	CCNC(=O)C1(C)CCN(Cc2csc(-c3ccccc3)n2)C1 (stereo not given)
48	-13	CC1(C(=O)NS(=O)(=O)c2ccccc2Cl)CCN1C(=O)Cc1cc(F)ccc1F (stereo not given)
49	-26	Cc1cc(C)cc(OCCN(C)C(=O)CCNC(=O)C2CC2C)c1 (stereo not given)
50	-3	CC1CN(C(=O)CCC(=O)N2CCN(S(=O)(=O)c3ccc(Cl)cc3)CC2)CC(C)O1 (stereo not given)
51	-1	CN(CCc1cn[nH]c1)CC(=O)Nc1cnccn1
52	-11	Cc1nnc(SCCCNC(=O)c2cc(-c3ccccc3)nn2C)s1
53	-8	Cc1ccc(C(O)C#CC23CC4CC(CC(C4)C2)C3)o1 (stereo not given)
54	2	CCN1CCCC1CNC(=O)c1ccc(Nc2cccc(C(F)(F)F)c2)nc1 (stereo not given)
55	-9	C=CCNC(=S)Nc1ccc(SC(F)F)cc1
56	2	Brc1ccc(Oc2nc(N3CCCC3)nc(N3CCCC3)n2)cc1
57	-12	COc1cccc2c1OCC(C1CC(=O)Nc3[nH]ncc31)=C2 (stereo not given)
58	-3	CN(CC(=O)Nc1sc2c(c1C#N)CCCC2)Cc1ccc(Br)s1
59	-3	CCn1nc(C(C)(C)C)cc1C(=O)N1CCC(Oc2ccc(C(F)(F)F)cc2)CC1
60	-6	CCOc1cc2c3c(c1)C1(C(=O)N3C(C)(C)C=C2C)c2ccc(O)cc2OC(=N)C1C#N (stereo not given)
61	-13&-5	CCN(CC)[P+](C)(c1c(C)nc2ccccn12)N(CC)CC
62	3	CCOC(=O)C1=C(COC(=O)CSc2nc(C)cc(C)n2)NC(=O)NC1C (stereo not given)
63	-8	COc1cc(NCc2cc(CC(C)C)no2)ncn1
64	-5	CCCN(CC(=O)Nc1ccc(N2CCN(C(=O)NC(C)(C)C)CC2)cc1)C(=O)C1CCC1
65	10	Cc1ccccc1-n1cnnc1SCc1nc(-c2ccccc2)no1
66	9	NN1C(=O)c2cccc3c([N+](=O)[O-])ccc(c23)C1=O
67	-2	O=C(Cn1nnc(-c2ccccc2)n1)NC1CC1
68	-15	CC(=O)OCC1C2(C)CCC(O2)C1(C)COC(C)=O (stereo not given)
69	4	CCOc1ccc(OCCCCOc2ccc([N+](=O)[O-])cc2)cc1
70	5	COC(=O)c1cc(-c2ccc3c(c2)CC(C)O3)on1 (stereo not given)
71	-9	CCc1cc(-n2ccnc2-c2cccnc2)ccc1NC(C)=O
72	-27	Cc1c(Cl)cccc1NC(=O)CC(=O)N(C)Cc1csc(C(C)C)n1
73	-13	CCN(CCN1CCOCC1)C(=O)c1ccc(F)cc1Cl
74	-1	O=C(/C=C/c1cnccn1)Nc1nc(-c2ccc(F)c(Cl)c2)cs1
75	-5	N#Cc1ccc(C(=O)N(CCN2CCOCC2)c2nc3ccc(Cl)cc3s2)cc1

Next section; it opens with the 6 that closed the last part.
nr	mcGAS RapidFire	molecule
70	5	COC(=O)c1cc(-c2ccc3c(c2)CC(C)O3)on1 (stereo not given)
71	-9	CCc1cc(-n2ccnc2-c2cccnc2)ccc1NC(C)=O
72	-27	Cc1c(Cl)cccc1NC(=O)CC(=O)N(C)Cc1csc(C(C)C)n1
73	-13	CCN(CCN1CCOCC1)C(=O)c1ccc(F)cc1Cl
74	-1	O=C(/C=C/c1cnccn1)Nc1nc(-c2ccc(F)c(Cl)c2)cs1
75	-5	N#Cc1ccc(C(=O)N(CCN2CCOCC2)c2nc3ccc(Cl)cc3s2)cc1
76	9	CCOc1ccc(CN(C)C(=O)COC(=O)c2nccnc2N)cc1
77	-6	CC(C)(C)/[N+]([O-])=C/c1ccc(S(=O)(=O)O)cc1S(=O)(=O)O
78	33	O=C1C(Sc2ncn[nH]2)=CC(=NS(=O)(=O)c2ccccc2)c2ccccc21
79	-3	CNS(=O)(=O)c1cc(C(=O)NC2CC(C)(C)NC(C)(C)C2)cc(C)c1C
80	-4	COc1ccc(NC(=O)c2cn(-c3cc(N4CCCCC4)ncn3)cn2)cc1F
81	-3	Cc1ccc(NC(=O)NNC(=O)Cn2nc(-c3ccccc3)c(-c3ccccc3)c(C#N)c2=O)cc1
82	-21&8	Cc1cc(C)cc(N2CCC(NCC3CC(=O)N(C4CCCC4)C3)CC2)c1 (stereo not given)
83	-17	COc1cc(C)c(NC(=O)C(C)(C)S(=O)(=O)c2ccc(Br)cc2)cc1OC
84	-3	N#Cc1nc2c(S(=O)(=O)c3ccc(Cl)cc3)c(N)n(Cc3ccc4c(c3)OCO4)c2nc1C#N
85	-2	CC(=O)N[C@H]1C[C@@H]2c3[nH]c4ccccc4c3C[C@@H](C(=O)N(CCC#N)CC3CCCO3)N2C1=O (stereo not given in full)
86	-38	CC1(C)CC(=N)C=C(N2CCOCC2)C1
87	-34	Cc1ccn2c(NC(=O)CCN3CCSC3=O)c(-c3ccc(F)cc3)nc2c1
88	-2	Cn1c(=O)[nH]c(=O)c2c1nc(N1CCN(Cc3ccc(Cl)cc3)CC1)n2Cc1ccccc1Cl
89	-4	CCCCC(=Nc1ccccc1OC)C1=C(O)CC(c2ccccc2)CC1=O (stereo not given)
90	1	Cc1ccc(S(=O)(=O)NC(C)C2CCCO2)c2cccnc12 (stereo not given)
91	-11	CCC(CO)N(Cc1ccsc1)Cc1c(C)nn(C)c1Cl (stereo not given)
92	-14	CCOC(=O)CNC(=O)N1CCC(n2cc(C3CCCC3)nn2)CC1
93	-7	CC(=O)NCCNC(=O)c1nnc2n1CCN(CC(c1ccccc1)c1ccccc1)C2
94	-3	O=C(c1ccc(F)cc1)N1CCN(C(=O)c2cn[nH]c2-c2ccc(F)cc2)CC1
95	-9	CCOc1ccc(-c2ccc(=O)n(CC(=O)NCc3ccc(F)cc3)n2)cc1
96	0	Cc1ccc(CSCCNC(=O)Cc2n[nH]c(=O)c3ccccc23)cc1
97	-4	COc1ccc(COc2ccccc2NC(C)=O)cc1Br
98	1	COc1ccc(Cl)c2sc(N(CCN(C)C)C(=O)c3cc(C)no3)nc12
99	-5	O=S(=O)(NN=Cc1c(F)c(F)c(F)c(F)c1F)c1ccc(Br)cc1
100	-6	O=C(NC1CC(=O)N(CCc2ccccc2)C1)c1cc2ccccc2o1 (stereo not given)
101	-16	COc1cc(C=CC(=O)Oc2ccc(Br)cc2)cc(OC)c1OC
102	-25	CC(Nc1cccc(OCC(N)=O)c1)c1nc(C(C)(C)C)no1 (stereo not given)
103	-2	CC(C)c1ccc(CN(C(=O)c2ccc(=O)n(C)n2)C2CC2)cc1
104	-16	Cc1nc(C2CC2)ncc1C(=O)NCC(c1ccco1)N1CCCC1 (stereo not given)
105	-4	CN(C)c1ccc(N)cc1CN(Cc1ccco1)C(=O)c1ccc(F)cc1
106	7	CN(C)Cc1nc(C2(N)CCCCCC2)no1
107	-3	COc1cc(-c2nc3ccc(Br)cn3c2NC2CCCCC2)ccc1O
108	-7	COc1cccc(C(=O)Nc2ccc(Cl)cc2NC(C)=O)c1
109	-6	CCc1nc2sc3c(c2c(=S)[nH]1)CCCC3
110	7	COc1cc(OC)c(OC)cc1C=CC(=O)N1CCN(Cc2nc3ccccc3s2)CC1
111	2	CCn1ccnc1SCCS(=O)(=O)c1cccc(OC)c1
112	2	CCn1c(=O)c2c(nc3n(CCO)c(C)c(C)n23)n(C)c1=O
113	-23	COc1cc(C(=O)NC(c2ccccc2)c2ccccc2Br)cc(OC)c1OC (stereo not given)
114	0	Nc1nc(Nc2ccc(Cl)cc2)nc(NCCO)c1[N+](=O)[O-]
115	-5	COc1cccc2cc(C(=O)N3CCN(c4cc(N5CCCCC5)ncn4)CC3)oc12
116	-9	CCOCCOc1ccc(C(=O)NC(C)(C)C)cc1
117	1	O=C(Nc1cc(F)ccc1F)c1ccc(NC(=O)C2CC2)s1
118	-8	CCn1nnc2c(=O)n(Cc3ccc(F)cc3)cnc21
119	89*	O=C1NC(=O)C2C1Sc1[nH]c(=O)sc1C2c1ccco1 (stereo not given)
120	-5	O=C(NCc1cccnc1N1CCc2ccccc2C1)c1ccco1
121	19	Cc1ncc2c(c1CNCC1(O)CCCN(CC3CCC3)C1=O)CCNC2 (stereo not given)
122	-18	C=CCN1CC(C(=O)N2CCCN(C)C3(CCN(C)CC3)C2)CC1=O (stereo not given)
123	14	Cc1ccc(Nc2[nH]c(=O)c3ccccc3c2C(=O)c2ccncc2)cc1
124	-12	O=C(NN1CC(C(=O)O)CC1=O)c1ccccc1 (stereo not given)
125	-19	Cc1cccc(CN2CCN(C(=O)C(=O)c3ccco3)C(C)C2=O)c1 (stereo not given)

Further structures:
nr	mcGAS RapidFire	molecule
126	-12	CNc1ncc(CN(C)c2nccc(CCC(F)(F)F)n2)cn1
127	-7	COc1ccccc1-c1nnc(SCC(=O)c2ccccc2)n1C
128	-4	CCN1C(=O)c2ccccc2N2C(=O)CCC12C(=O)N(C)Cc1ccc(Cl)cc1Cl (stereo not given)
129	-15	Cc1[nH]cnc1CN1CCOC(CCNC(=O)c2ccsc2)C1 (stereo not given)
130	-1	O=C(Cc1c[nH]c2ccccc12)N1CCc2c(ncnc2N2CCOCC2)C1

From PubChem BioAssay
